# High-throughput results as filed in PubChem.
# KLK7 zymogen act: proKLK7 zymogen activators, primary screen, biochemical, fluorescence intensity; Kallikrein-7 (Homo sapiens), P49862; purified proKLK7, EDANS-DABCYL substrate fluorescence; 100% is mature enzyme control, 0% vehicle; activation, % at 7 µM; actives 0.9% (n = 370,000);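 active means activation above the mean of all tested compounds plus 3 SD, computed per campaign excluding outliers beyond control limits, cut at about 13% in these data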
# GC-A act: GC-A stimulated cGMP production enhancers – HEK293 GC-A cells, cGMP TR-FRET, EC30 ANP, primary screen. Atrial natriuretic peptide receptor 1 (Homo sapiens), P16066. 0% at EC30 ANP, 100% saturating ANP. activation, % at 10 µM. actives 0.14% (n = 370,000); in the data active means activation above about 40%
# Target sequence (P16066 whole entry, looked up): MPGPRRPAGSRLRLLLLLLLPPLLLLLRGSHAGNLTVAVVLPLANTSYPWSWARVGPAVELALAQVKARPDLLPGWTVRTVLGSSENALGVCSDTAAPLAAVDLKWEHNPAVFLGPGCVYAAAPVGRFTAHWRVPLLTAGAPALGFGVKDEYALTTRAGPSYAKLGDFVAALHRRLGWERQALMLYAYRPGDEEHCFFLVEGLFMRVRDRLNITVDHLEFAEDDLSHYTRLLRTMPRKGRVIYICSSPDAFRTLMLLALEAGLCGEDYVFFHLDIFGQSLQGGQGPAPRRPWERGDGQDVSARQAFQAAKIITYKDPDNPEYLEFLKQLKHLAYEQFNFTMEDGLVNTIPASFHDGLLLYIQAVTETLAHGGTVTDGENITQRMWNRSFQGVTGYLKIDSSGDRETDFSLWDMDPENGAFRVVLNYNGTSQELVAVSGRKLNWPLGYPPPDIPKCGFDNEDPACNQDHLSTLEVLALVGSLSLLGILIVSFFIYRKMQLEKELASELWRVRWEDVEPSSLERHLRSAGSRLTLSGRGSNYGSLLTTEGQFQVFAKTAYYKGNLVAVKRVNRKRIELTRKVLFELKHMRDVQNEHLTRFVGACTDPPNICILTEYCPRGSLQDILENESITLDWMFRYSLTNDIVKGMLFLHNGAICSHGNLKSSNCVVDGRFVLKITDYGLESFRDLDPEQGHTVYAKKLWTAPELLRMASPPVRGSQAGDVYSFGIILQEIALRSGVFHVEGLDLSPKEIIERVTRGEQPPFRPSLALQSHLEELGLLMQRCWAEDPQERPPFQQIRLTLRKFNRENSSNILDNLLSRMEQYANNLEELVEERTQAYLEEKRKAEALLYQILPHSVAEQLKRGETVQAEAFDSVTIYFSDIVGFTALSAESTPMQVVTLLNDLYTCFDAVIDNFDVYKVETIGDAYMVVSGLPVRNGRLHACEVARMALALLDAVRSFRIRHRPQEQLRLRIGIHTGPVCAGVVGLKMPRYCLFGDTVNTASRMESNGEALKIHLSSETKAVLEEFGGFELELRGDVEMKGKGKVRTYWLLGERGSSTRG
# SMARCA2 act: SMARCA2 (BRM) function activators, primary screen, cell-based, luminescence, high throughput | MG213 cells, MMTV-luciferase reporter, dexamethasone, overnight | activation, % at 9.1 µM | actives 1% (n = 370,000) | AID 652017, 2013; in the data active means activation above about 7.8%;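 further: 0% = vehicle wells and 100% = reference activator wells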
# sPLA2-III inh: human group III sPLA2 inhibitors, primary screen, biochemical, QFRET, BODIPY PC-A2 liposome substrate | Group 3 secretory phospholipase A2 (Homo sapiens), Q9NZ20 | QFRET BODIPY PC-A2 liposome hydrolysis, fluorescence | inhibition, % at 12.2 µM | actives 0.56% (n = 370,000) | AID 743126, 2013;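 active means inhibition above mean plus 3 SD of compounds lying within the high and low control bounds, cut at about 19% in these data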;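 further: 0% = median of test compound wells and 100% = no enzyme DMSO wells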
# DAX1 inh-1: DAX1 (NR0B1) inhibitors on StAR promoter, primary screen, cell-based, luminescence, SF-1 (NR5A1), full-length DAX-1; HEK293T StAR-luciferase reporter, SF-1/DAX-1 repression relief; inhibition, % at 6.8 µM; actives 1.1% (n = 370,000); AID 652010, 2013;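 active means inhibition above the mean over all tested compounds plus 3 SD, cut at about 3.6% in these data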;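 further: 0% = DAX-1 cells with DMSO and 100% = cells lacking DAX-1 with DMSO; higher inhibition means more luminescence from relief of DAX-1 repression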
# GC-B act: human GC-B receptor activators, primary screen, HEK293 GC-B cells, cGMP TR-FRET, EC30 CNP; 0% at EC30 CNP, 100% saturating CNP; activation, % at 10 µM; actives 0.11% (n = 370,000); Atrial natriuretic peptide receptor 2 (Homo sapiens), P20594;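 active means activation at 10 µM reaching about 35% in either raw or pattern-adjusted values, limit read from the data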
# ssDAF12 agonist: S. stercoralis DAF-12 nuclear receptor activators, primary screen, cell-based, luminescence, HEK293, GRIP1 co-expression, lit1-tk-luc | HEK293 ssDAF-12/GRIP1 lit1-tk-luc reporter; % of 3 µM dafachronic acid response | AID 652126, 2013 | activation, % at 6.8 µM | actives 1% (n = 370,000);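 active means activation above the mean over all tested compounds plus 3 SD, cut at about 0.9% in these data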;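 further: 0% = DMSO-only wells and 100% = 3 µM delta7-dafachronic acid wells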
# DAX1 inh-2: DAX1 (NR0B1) inhibitors, primary screen, cell-based, HEK293, Gal4-DAX1, luciferase luminescence; Nuclear receptor subfamily 0 group B member 1 (Homo sapiens), P51843; HEK293 Gal4-DAX1 luciferase reporter; inhibition, % at 6.75 µM; actives 0.99% (n = 340,000); AID 504766, 2011;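 active means inhibition above the mean over all tested compounds plus 3 SD, cut at about 4.2% in these data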;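 further: 0% = DAX1-transfected cells with DMSO and 100% = empty-vector control cells with DMSO; inhibition shows as a rise in luminescence from relieved DAX1 repression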
# FXN GAA850 act: FXN promoter activators, primary screen, cell-based, luciferase luminescence, HEK293 lucGAA850; HEK293 lucGAA850 FXN promoter luciferase reporter, 24 h; percent of 10 µM SAHA response; activation, % at 6 µM; actives 0.56% (n = 360,000); AID 540364, 2011;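 active means activation above the average of all compounds screened plus 3 SD, cutoff fixed separately per campaign, cut at about 7.5% in these data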;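 further: 0% = DMSO wells and 100% = 10 µM SAHA wells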
# hgDAF12 agonist: H. glycines DAF-12 receptor agonists, primary screen, cell-based, luminescence, HEK293, GAL4 fusion, UAS-luciferase; Nuclear hormone receptor DAF-12 (Heterodera glycines), GAL4 fusion; HEK293 GAL4-hgDAF12 UAS-luciferase reporter, agonist luminescence; normalized to butyrate control; activation, % at 6.8 µM; actives 1.8% (n = 370,000); AID 687014, 2013;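 active means activation above a cutoff set at the mean of all screened compounds plus 3 SD, cut at about 10% in these data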;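 further: 0% = DMSO wells and 100% = sodium butyrate wells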
# hcDAF12 agonist: H. contortus DAF-12 nuclear receptor activators, primary screen, cell-based, luminescence, HEK293, lit1-tk-luc reporter; HEK293 hcDAF-12 lit1-tk-luc reporter; 0% DMSO, 100% Δ7-dafachronic acid; activation, % at 6.8 µM; actives 1.4% (n = 370,000);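 active means activation above the mean of all tested compounds plus 3 SD, cut at about 5.5% in these data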;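 further: 100% = response to 3 µM Δ7-dafachronic acid high control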
# The depositor's hits bear a star; nt = no result given.
SMILES,KLK7 zymogen act,GC-A act,SMARCA2 act,sPLA2-III inh,DAX1 inh-1,GC-B act,ssDAF12 agonist,DAX1 inh-2,FXN GAA850 act,hgDAF12 agonist,hcDAF12 agonist
CCOC(=O)CNC(c1ccccc1)c1cc(Br)ccc1NC(=O)OCC (configuration not stated),-0.5,-20,2,-1,-0.3,-13,-1.5,-0.6,1.4,-1.1,-1.8
Cc1ccc(-c2nc(CS(=O)CC(=O)NCc3ccc(F)cc3)c(C)o2)cc1 (configuration not stated),0.0,20,-5,8,-0.1,3,-0.5,0.6,-0.4,-2.1,0.0
O=C(O)C(Cc1ccccc1)N1C(=O)/C(=C/c2cccnc2)SC1=S (configuration not stated),-0.1,0,-5,17,-0.4,2,-1.3,1.4,0.0,-2.0,-0.7
N#CC(C(=O)c1ccccc1)=C1SCCS1,-0.7,0,2,-11,0.2,2,-1.2,nt,4.2,1.1,0.8
COc1cc(OC)c(/C=C2\C(=O)Nc3ccccc32)c(OC)c1,-0.9,-7,-6,-1,-4.5,-10,-1.4,nt,nt,-2.0,-2.5
CCCn1nc(C(=O)N(C)CC(=O)Nc2ccc(OCC)c(OCC)c2)c2ccccc2c1=O,0.1,0,-1,0,-0.5,-4,-0.4,0.7,1.2,0.5,-0.5
COc1cc(OC)cc(C(=O)NC(C)c2cnn(-c3ccccc3C)c2C)c1 (configuration not stated),0.2,-4,0,2,-0.1,5,-1.6,-1.6,-1.0,-1.8,-0.5
CN(C)CC/C=C1\c2ccc(F)cc2Sc2cc(F)c(Cl)cc21,0.4,-34,-5,-24,0.0,-17,-0.7,nt,-1.1,1.1,-1.5
CCOC(=O)c1sc(C)c2c(=O)n(CCc3ccccc3)nnc12,-0.1,1,2,5,-0.6,2,-0.8,0.4,0.8,0.6,-0.3
Cc1ccc(-n2nc3c(c2NC(=O)c2ccco2)CS(=O)(=O)C3)cc1,-0.3,-4,-1,8,-0.6,2,-0.8,-0.1,-1.5,-1.9,1.8
O=S(=O)(c1ccc(Cl)cc1)N1CCN(Cc2c[nH]c3ccccc23)CC1,-0.3,2,-1,-39,0.2,1,-0.5,0.5,-2.6,-0.8,2.8
CN(C)c1cccc(C(=O)n2cc(C(=O)c3cc(F)ccc3O)cn2)c1,1.3,-1,7.8*,-4,1.3,1,-0.7,-0.2,1.8,9.4,0.2
O=C(NNC1=Nc2ccccc2SC1)c1ccccc1F,0.0,-4,-2,-2,-0.6,-5,-2.5,-4.3,-0.1,-4.4,-3.0
CC(C)N1CCC(N2CCN(C3CCCC3)CC2CCO)CC1 (configuration not stated),0.5,0,2,7,0.0,0,-1.2,0.4,0.7,1.9,1.1
Cc1ccc(C=NNc2ccc([N+](=O)[O-])cn2)cc1,0.1,-1,0,4,2.1,-4,0.3,4.8*,1.9,18*,7.4*
CN(C)c1ccc(C=NNC(=S)Nc2ccc(F)cc2)cc1,-15,0,2,5,1.4,-2,-0.8,5.0*,-0.1,11*,0.1
O=C(OCC(=O)N1CCc2ccccc21)c1ccccc1,-0.4,1,6,-1,0.2,-2,-0.1,0.2,4.1,1.3,-0.8
COc1cc(-c2cc(C(=O)Nc3cc(S(=O)(=O)N4CCOCC4)ccc3O)c3ccccc3n2)cc(OC)c1OC,0.1,4,-3,-18,-1.7,5,-1.3,-0.8,1.5,0.7,-1.3
C=CCOc1ccc(C2/C(=C(\O)c3ccc4c(c3)CC(C)O4)C(=O)C(=O)N2CCN2CCOCC2)cc1OCC (configuration not stated),0.3,-1,1,-9,-0.1,3,-0.8,1.1,-0.5,-2.1,-1.8
Cc1cc(=O)n(Cc2ccco2)c(=S)[nH]1,-0.6,1,-3,6,-0.4,5,-0.4,0.1,-0.1,0.1,5.1
CSc1ccccc1NC(=O)CN(c1cc(C)cc(C)c1)S(C)(=O)=O,-0.6,-19,-4,-12,-1.2,-15,-1.1,-0.1,2.0,-3.3,-1.6
O=C(NCc1n[nH]c(=S)n1-c1cccc(C(F)(F)F)c1)c1ccc(S(=O)(=O)N2CCCCC2)cc1,-0.3,2,-4,9,0.2,5,-0.6,0.2,-0.8,-1.2,-0.1
CCOC(=O)N1CCN(C(=O)C(NC(=O)C2CCC(C)CC2)C(C)C)CC1 (configuration not stated),-0.3,3,-3,9,-0.3,4,-0.7,-1.4,2.2,1.3,-0.8
CCOc1ccccc1Nc1nc2ccc(C)cc2n2cnnc12,-0.2,-6,-1,2,-0.2,-2,0.5,0.6,-1.0,-0.5,1.0
CN(C(=O)c1nn(C)c2c1CS(=O)(=O)c1ccccc1-2)c1cccc(Cl)c1,0.1,-5,-2,5,0.0,-2,-1.5,0.1,0.4,-2.1,-0.9

# Some values from above.
# In ssDAF12 agonist, `O=C(NNC1=Nc2ccccc2SC1)c1ccccc1F` shows -2.5
# In hcDAF12 agonist, `CN(C)CC/C=C1\c2ccc(F)cc2Sc2cc(F)c(Cl)cc21` shows -1.5

# Following part
SMILES,KLK7 zymogen act,GC-A act,SMARCA2 act,sPLA2-III inh,DAX1 inh-1,GC-B act,ssDAF12 agonist,DAX1 inh-2,FXN GAA850 act,hgDAF12 agonist,hcDAF12 agonist
O=C(OCc1c(F)cccc1Cl)c1cc([N+](=O)[O-])ccc1N1CCOCC1,0.2,-1,0,-12,-0.4,3,-1.1,1.7,3.3,-0.2,-0.5
Cc1ccc(Cn2cc(CN3CC(N4CCN(Cc5ccccc5F)CC4)CS3(=O)=O)nn2)cc1 (configuration not stated),0.1,-2,-6,9,-0.9,5,-2.0,nt,nt,-2.4,-1.5
O=C(CN1C(=O)NC2(CCCCCC2)C1=O)c1ccc(Cl)s1,-0.5,4,-1,11,-0.1,0,-0.8,0.1,0.5,1.8,2.8
CCOC(=O)C(NC(C)=O)C(=O)O (configuration not stated),0.2,0,-3,3,0.2,-2,-1.3,1.8,-2.6,-1.4,-1.3
Cc1nc2cc(C)c(C)cc2o1,-0.7,-3,0,12,0.3,-2,-0.7,0.3,1.6,-5.2,0.1
O=C(Nc1ccc2nc(-c3ccccc3)[nH]c2c1)c1cccs1,-0.1,23,7,-4,-0.2,16,-2.3,-0.9,2.3,-0.2,-0.3
COc1cccc(NC(=O)CN(C)C(=O)c2cc(-c3ccc(F)cc3)nc3ccccc23)c1,-1.7,-2,-3,-44,-5.5,4,-1.5,-2.0,-4.0,-5.9,-3.5
COc1ccccc1N=Nc1c(C)[nH][nH]c1=O,0.1,4,1,2,-0.4,-4,-0.6,2.9,2.8,-0.5,-0.5
O=C(Cc1ccc([N+](=O)[O-])cc1)Nc1cccnc1,-0.1,-1,-3,0,-0.7,4,-1.9,-1.3,1.6,-0.7,-1.4
O=C1CSc2ccc(S(=O)(=O)N3CCN(c4ccccc4)CC3)cc2N1,0.6,-28,3,-3,-0.1,-8,-1.2,0.2,-1.6,-0.5,-0.3
CN(C)S(=O)(=O)n1cnc(C(CCO)c2ncn(S(=O)(=O)N(C)C)c2CCCO)c1 (configuration not stated),0.1,0,2,-1,-0.7,5,-1.0,-0.6,-0.6,0.4,-0.2
COc1ccc(C)cc1NC(=O)NNC(=O)C(C)Oc1ccc(F)cc1Cl (configuration not stated),0.2,-5,4,-18,-1.1,-1,-1.7,-1.4,2.5,-0.9,-1.5
CSCC[C@H](NC(=O)[C@H](Cc1ccccc1)n1c(=O)[nH]c2ccccc2c1=O)C(=O)NCC1CCC(C(=O)O)CC1 (some centres not stated),0.2,0,1,-1,0.0,3,-0.6,1.1,-0.7,-3.3,-0.3
O=C(CC1C(=O)N(c2ccc(Cl)cc2)C(=S)N1CCc1ccncc1)Nc1ccc(F)cc1 (configuration not stated),1.0,-1,-2,-15,-0.1,-4,-1.6,-0.6,-7.7,1.4,-1.1
COc1ccc(-c2cn[nH]c2N)cc1OC,0.0,0,1,9,-0.6,3,-1.7,0.8,3.1,-0.6,3.4
CCn1ccnc1CN(C)C(=O)c1cc(COc2c(F)cccc2F)on1,-0.1,-4,-3,-1,-0.4,-5,-1.5,-1.3,0.4,1.8,1.1
O=C(c1cccc(Cl)c1)N1CCN(S(=O)(=O)c2ccc(Cl)s2)CC1,-0.3,-12,0,-9,-1.1,-6,-0.7,0.2,0.4,-0.7,-1.8
COc1ccc(NC(=O)CSc2cc(C)nc3c(-c4ccccc4)cnn23)cc1,0.2,-1,-1,-4,0.6,-2,-1.4,0.1,-1.0,2.8,-0.1
Cc1cc(NS(=O)(=O)Cc2ccccc2)cc(C)c1OCC(=O)N1CCOCC1,-0.5,1,0,6,-0.6,2,-1.2,0.2,-2.1,-1.2,1.5
CC1(C)C(=O)N(c2ccccc2)C1c1ccccc1O (configuration not stated),-0.1,-17,2,-7,-0.3,-6,-0.6,-1.3,-1.5,-1.7,-1.5
CCc1nc(SCC(=O)Nc2ccccc2C(=O)OC)n[nH]1,-0.3,-8,-1,0,-0.5,-7,-1.0,2.5,-1.7,-2.1,-1.3
O=C(COc1cc2oc(=O)c3c(c2cc1Cl)CCC3)NCC1CCC(C(=O)O)CC1 (configuration not stated),0.7,-3,-2,-1,0.3,-11,-0.8,0.4,-0.3,0.4,-1.1
COc1ccc(OC)c(NC(=O)CCn2ccnc2)c1,0.0,-1,-1,0,0.5,-1,-1.2,-0.2,0.1,3.4,-1.5

# Compound profiles (already shown).
# Record of `O=C(CC1C(=O)N(c2ccc(Cl)cc2)C(=S)N1CCc1ccncc1)Nc1ccc(F)cc1` (configuration not stated) → KLK7 zymogen act = 1.0; GC-A act = -1; SMARCA2 act = -2; sPLA2-III inh = -15; DAX1 inh-1 = -0.1; GC-B act = -4; ssDAF12 agonist = -1.6; DAX1 inh-2 = -0.6; FXN GAA850 act = -7.7; hgDAF12 agonist = 1.4; hcDAF12 agonist = -1.1
# Record of `CN(C(=O)c1nn(C)c2c1CS(=O)(=O)c1ccccc1-2)c1cccc(Cl)c1` → KLK7 zymogen act = 0.1; GC-A act = -5; SMARCA2 act = -2; sPLA2-III inh = 5; DAX1 inh-1 = 0.0; GC-B act = -2; ssDAF12 agonist = -1.5; DAX1 inh-2 = 0.1; FXN GAA850 act = 0.4; hgDAF12 agonist = -2.1; hcDAF12 agonist = -0.9
